Screening results (PubChem)
ALOX12 inhib: blocks human 12-lipoxygenase activity. purified 12-hLO, xylenol orange hydroperoxide absorbance. Potency, µM (doses to about 57.1 µM), for the others: at the highest dose activity change, negative = inhibition, actives largely listed as inhibitors. AID 1452. 150,000 compounds, 0.12% hits; also: potency is read from the fitted curve at half-maximal effect; nearly all actives have a fitted effect of over 55% in size; many of its hits are not listed in these tables
Target sequence (P18054 whole entry, looked up): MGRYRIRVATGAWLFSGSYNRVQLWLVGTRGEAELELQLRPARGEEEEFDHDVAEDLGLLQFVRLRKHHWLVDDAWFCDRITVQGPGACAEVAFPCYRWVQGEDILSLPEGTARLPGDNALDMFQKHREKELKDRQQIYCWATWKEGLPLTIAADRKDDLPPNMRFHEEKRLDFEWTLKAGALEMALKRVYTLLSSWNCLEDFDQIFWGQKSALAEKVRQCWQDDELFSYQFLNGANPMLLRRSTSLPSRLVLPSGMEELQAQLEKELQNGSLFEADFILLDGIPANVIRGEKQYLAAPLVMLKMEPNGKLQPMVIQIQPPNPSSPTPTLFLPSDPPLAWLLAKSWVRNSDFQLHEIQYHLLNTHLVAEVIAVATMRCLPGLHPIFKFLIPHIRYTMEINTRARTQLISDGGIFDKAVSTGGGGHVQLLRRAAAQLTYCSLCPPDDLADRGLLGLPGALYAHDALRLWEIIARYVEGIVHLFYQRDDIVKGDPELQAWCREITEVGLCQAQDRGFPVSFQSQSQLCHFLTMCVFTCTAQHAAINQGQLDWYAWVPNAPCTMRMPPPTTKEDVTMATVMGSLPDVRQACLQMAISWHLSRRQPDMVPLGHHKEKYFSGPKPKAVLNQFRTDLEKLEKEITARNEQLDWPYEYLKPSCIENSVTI
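Purified human 12hLO (150 nM final) was preincubated with compounds for 15 min at room temperature in 25 mM Hepes pH 7.0, 0.01% Triton X-100, then reacted with 40 uM arachidonic acid for 30 min. Hydroperoxide was detected with ferrous iron/xylenol orange.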
IMPase cell inh: membrane-permeable compound that blocks inositol monophosphatase; P97697; CHO-M1 cells, IP1 accumulation, HTRF TR-FRET ratio; inhibition (IP1 accumulation), % at 46.1 µM; 120,000 tested, under 10 active; AID 901; active = well fitted curve in the direction sought with a large enough effect in the signal ratio, not every such curve was filed as active; inconclusive = small, poorly fitted or top-dose-only effect, or a change in a side signal; inactive = no such curve, though single readings can be large or run the other way; the % refers to the signal ratio;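 also: cells stimulated with carbachol in lithium chloride buffer; plate controls were DMSO basal wells for no effect and reference inhibitor wells for full effect; higher means more IMPase inhibition seen as more IP1 and lower FRET ratio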
Target sequence (P97697 whole entry, looked up): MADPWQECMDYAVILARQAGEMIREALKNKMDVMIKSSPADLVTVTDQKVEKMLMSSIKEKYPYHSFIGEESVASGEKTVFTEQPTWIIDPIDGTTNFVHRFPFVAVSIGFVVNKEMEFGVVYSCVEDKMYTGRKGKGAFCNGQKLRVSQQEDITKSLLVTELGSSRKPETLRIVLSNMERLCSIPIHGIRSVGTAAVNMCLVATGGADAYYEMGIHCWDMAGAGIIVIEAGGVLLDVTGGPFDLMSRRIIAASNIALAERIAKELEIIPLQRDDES
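Elevated IP1 in lysates lowers TR-FRET signal (665/620 ratio and 620 channel reported). Cells were CHO-M1, given carbachol (50 uM as added) plus 50mM LiCl, pH 7.4, 30 min, 37C; compounds titrated up to 46 uM; AC50 by Hill equation.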
PNC inhibitor: blocks assembly of the perinucleolar compartment; activity change (PNC), negative = inhibition, % at 10 µM; 140,000 compounds, 3.1% hits; AID 2417; PC3M PTB-GFP, PNC prevalence imaging, 16 h; active compounds read low;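 active = readout at or below -70, meaning at least 70% loss of cells showing the perinucleolar compartment, a nuclear body marking cancer cells; inconclusive = readout between -30 and a set limit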;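 also: plate controls were DMSO wells for no effect and camptothecin positive control wells for full effect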
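Read-out is percentage of cells bearing a perinucleolar compartment, from automated 20x imaging of fixed, Hoechst-stained PC3M PTB-GFP cells. Cells were seeded 4 h, then exposed 16 h to compound (23 nl of library stock) in duplicate plates.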
ALOX15B inhib: blocks human 15-lipoxygenase 2 activity; O15296; purified 15hLO-2, xylenol orange hydroperoxide absorbance; Potency, µM (series often up to 57.1 µM), for the others: at the highest dose activity change, negative = inhibition, most hits filed as inhibitors; 110,000 compounds, 0.56% hits; AID 881; also: potency is read from the fitted curve at half-maximal effect; nearly all actives have a fitted effect of over 60% in size; many of its hits are not listed in these tables
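Purified human 15hLO-2 (50 nM final) preincubated with compounds 15 min at room temperature in 25 mM Hepes pH 7.5, 0.01% Triton X-100, then 45 uM arachidonic acid added for 90 min; hydroperoxide detected via ferrous/xylenol orange, 573/405 nm absorbance ratio.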
* = called active by the depositor; u = inconclusive; x = not tested or not shown; [ ] = another dose, or the depositor's remark. Unless noted, calls follow the shape of the dose curve; as a rule, active = well fitted curve in the direction sought with a large enough effect; inconclusive = small, poorly fitted or top-dose-only effect, or another doubt; inactive = no such curve, though single readings can be large; an effect the other way counts as inactive or inconclusive. Unless noted, % is scaled to controls: 0 for no effect and ±100 for the full control effect. The list is partial, so the mix of outcomes need not match the whole.

SMILES	ALOX12 inhib	IMPase cell inh	PNC inhibitor	ALOX15B inhib
O=C(NCCCn1ccnc1)c1cn(Cc2ccc(F)cc2)nn1	1%	-9	12	5%
CC1=Nc2ccccc2N=C(NC(=O)CSc2nnnn2-c2ccccc2)C1c1ccccc1 (stereo not drawn)	-4%	4	u	-15%
Cc1nc2ccc(NC(=O)c3nn(CC(C)C)c(=O)c4ccccc34)cc2s1	2%	-10	23	x
CN1CCN(C(=S)c2ccc([N+](=O)[O-])cc2)CC1	-4%	-10	-18	x
CC1(c2ccc3c(c2)OCO3)NC(=O)N(CC(=O)NCCC2=CCCCC2)C1=O (stereo not drawn)	-3%	1	19	2%
CCn1cc(C(=O)O)c(=O)c2cc(OC)ccc21	-12%	-11	u	10%
O=c1cc(-c2ccccc2Cl)oc2c(Br)ccc(O)c12	-12%[0.00818 µM]	x	31	-8%[0.0915 µM]
CCOC(=O)CN(C(=O)CNC(=O)c1ccco1)C(C(=O)NC1CCCCC1)c1cccs1 (stereo not drawn)	3%	9	u	x
O=C(Nc1ccc(Cl)cc1)C1=Cc2ccccc2OC1	-6%	-2	-24	2%
O=C(CCSc1nnc(-c2ccncc2)o1)Nc1ccc(Cl)cc1	-4%	-3	u	0%
N#Cc1ccc(-c2ccccc2)nc1SCC(=O)c1cccc(Cl)c1	1%	0	63	-18%
CN(C)CCNC(=O)c1ccc(COc2ccc(Cl)cc2Cl)cc1	5%	8	78	33%[activator]
CCn1c(SCC(=O)C(C)(C)C)nnc1-c1cccnc1	3%	8	13	1%
CCN(CCCNC(=O)C1CCC(=O)N1Cc1ccc(F)cc1)c1cccc(C)c1 (stereo not drawn)	4%	-2	43	-4%
COc1cccc(NC(=O)c2ccc(CN3CCN(c4ccccc4)CC3)cc2)c1	-1%	13	31	x
c1ccc2[nH]c(CSc3nc4ccccc4o3)nc2c1	2%	-5	-8	26%
CCCCCN(CCCCC)C(=O)[C@H](CCC(=O)O)NC(=O)c1ccc(Cl)c(Cl)c1	0%[25.6 µM]	-4[20.6 µM]	x	2%[25.6 µM]
O=C(N/N=C/C(Br)=C\c1ccccc1)c1n[nH]c2c1CCC2	3%	16	u	6%
CCCCn1ccnc1C(=O)c1cc(S(=O)(=O)N2CCOCC2)ccc1C	8%	3	u	0%
COc1cccc(OC)c1NC(=O)Cc1nn(C)c(=O)c2ccccc12	3%	10	-29	0%
Cc1c(CNCc2cccs2)c(C(=O)O)c(C)n1Cc1ccccc1	6%	8	222	x
NC(=O)c1ccc[n+](CC(=O)OCCC23CC4CC(CC(C4)C2)C3)c1	3%	7	4	15%
COc1ccccc1-c1nn2c(-c3ccco3)nnc2s1	-3%	9	-13	-26%
CCC1(CC)C(=O)NN(c2ccccc2)C1=O	0%	12	-1	x
CC(C)(C)NC(=O)C(c1ccco1)N(Cc1ccc(F)cc1)C(=O)c1snc(C(N)=O)c1N (stereo not drawn)	-3%	13	-9	-8%
C=CCOc1c(Br)cc(/C=N/Nc2ccc(C(=O)O)cc2)cc1OCC	1%	x	-27	x
Cc1cc(/C=C2\Cc3ccccc3C2=O)c(C)n1-c1ccccc1	-7%	x	u	x
CCC(=O)Nc1ccc(C(=O)c2ccccc2)cc1	-3%	4	-17	-1%
Cc1cccc(C)c1NC(=O)NN(C(=O)c1ccccc1)C(C)(C)C	1%	x	u	x
C=CCNC(=O)/C(C#N)=C/c1cn(-c2ccccc2)nc1-c1cccs1	1%	-18	52	x
CC1=CC(=C2C(=O)c3ccccc3C2=O)C=C(C)N1Cc1ccco1	-28%	11	37	-24%
Clc1ccc(C2=CC(c3ccco3)n3ncnc3N2)cc1 (stereo not drawn)	-7%	2	-5	-17%
Cc1nn(-c2ccccc2Cl)c(Cl)c1/C=N/Nc1nc2ccccc2s1	0%	x	-83*	x
O=S(=O)(c1ccccc1)N1CN2CN(C1)CN(S(=O)(=O)c1ccccc1)C2	5%[11.4 µM]	x	x	-7%[11.4 µM]
CCc1c(C(=O)N2CCOCC2)csc1C	1%	0	22	3%
CCCOc1ccc(-c2nc(C#N)c(N3CCC(C(N)=O)CC3)o2)cc1	-1%	-2	-11	-7%
COc1ccccc1-c1cc2nc(C)c(CCC(=O)NC(C)CCc3ccco3)c(C)n2n1 (stereo not drawn)	-1%	0	-17	11%
CC(C)CCNC(=O)Cn1cc2c(n1)CCCCC2	-4%	1	24	-1%
COCCOc1cnn(-c2cc(Oc3ccc(C)cc3)ncn2)c(=O)c1Cl	-3%	5	5	-11%
Cc1ccc(Cl)cc1NC(=S)NCc1cccn1C	-3%	x	-15	x
NNC(=O)c1ccc(O)cc1O	-1%	x	15	x
COc1ncc2nc(-c3ccc(Cl)cc3)c(=O)n(C[C@H]3CCCO3)c2n1	1%	x	x	-2%
COc1ccccc1/C=C/C(=O)OC(C)CN1CCOCC1 (stereo not drawn)	-1%	5	103	15%
CCn1c(CNC(=O)COc2ccc(C(C)C)cc2)nnc1SCC(=O)NC1CCCCC1C (stereo not drawn)	-1%	u	-7	x
Cc1ccc(C(=O)OCC(=O)NCCN2C(=O)CSC2=O)cc1	1%	x	u	x
CSc1nsc(SC)c1NC(=O)Nc1ccccn1	6%	6	55	2%
N#CCc1ccc(NS(=O)(=O)c2cccs2)cc1	-7%	-3	26	5%
Cc1cn(C2CC3OCC3O2)c(=O)[nH]c1=O (stereo not drawn)	10%	-4	0	2%
CN(C)CCNc1oc(COc2cccc(Cl)c2)nc1C#N	-3%	2	34	29%
COc1cc(C2C(C#N)=C(N)Oc3n[nH]c(C)c32)cc2c1OCO2 (stereo not drawn)	10%	0	19	0%
N#Cc1ccc(COC(=O)CSc2nnc(C3CCCCC3)n2N)cc1	-7%	9	28	3%
CCOC(=O)CSc1nc2ccccc2n1CC(=O)NC(C)(C)C	0%	-20	u	-13%
COc1ccc(/C=C/C(=O)C(C(N)=O)=C2SCCS2)cc1	-1%	8	-3	x
Cc1sc2nc(CSc3ccccc3)nc(N3CCN(C)CC3)c2c1C	1%	x	27	x
COc1cnc(-c2ccccn2)nc1Oc1cccc(Cl)c1	8%	5	-8	x
Cc1ccc(NC(=O)C(C)c2ccc([N+](=O)[O-])cc2)cc1Cl (stereo not drawn)	-10%	9	36	x
O=C(O)c1cc2c(s1)CCCC2	7%	-13	4	7%
Cc1cc(=O)n2[nH]c(SCc3ccccc3)nc2n1	0%	-3	-4	0%
O=C(Cc1ccccc1)Nc1ccccc1N1CCN(c2ccccc2)CC1	2%	16	-12	1%
Cn1cc(Br)c(C(=O)NC2C3CC4CC(C3)CC2C4)n1 (stereo not drawn)	1%	0	273	x

Complete entries, quoted from the list. Order of values: ALOX12 inhib | IMPase cell inh | PNC inhibitor | ALOX15B inhib
`Cc1sc2nc(CSc3ccccc3)nc(N3CCN(C)CC3)c2c1C` is entered as 1% | x | 27 | x
`N#Cc1ccc(COC(=O)CSc2nnc(C3CCCCC3)n2N)cc1` is entered as -7% | 9 | 28 | 3%
`Cn1cc(Br)c(C(=O)NC2C3CC4CC(C3)CC2C4)n1` (stereo not drawn) is entered as 1% | 0 | 273 | x
`O=C(O)c1cc2c(s1)CCCC2` is entered as 7% | -13 | 4 | 7%

Later entries:
SMILES	ALOX12 inhib	IMPase cell inh	PNC inhibitor	ALOX15B inhib
Cc1ccccc1NC(=S)N(CCCN1CCOCC1)Cc1ccccn1	-2%	x	u	x
O=C(NCCCN=C1NS(=O)(=O)c2ccccc21)c1ccc(S(=O)(=O)N2CCCCC2)cc1	0%	2	u	-6%
COc1ccc(-c2nc3oc4cc(OC)ccc4c(=O)c3c(=O)n2Cc2ccco2)cc1	-2%	-1	16	u
O=C(Nc1nc2ccccc2s1)C1CC(=O)N(c2ccc(Cl)cc2)C1 (stereo not drawn)	1%	-6	26	16%
CCCc1nnc(NC(=O)c2cccc(OC)c2)s1	-2%	-8	23	5%
COc1ccc(S(=O)(=O)NC(C)C(=O)O)cc1 (stereo not drawn)	0%	1	35	2%
COc1cc(C(=O)NCc2nnc(SCC(=O)N3CCc4ccccc43)o2)cc(OC)c1OC	2%	2	3	-1%
COc1ccc(-c2ccc(-c3cc(=O)oc4c(C(C)C)ccc(C)c34)cc2)cc1	-1%[0.00818 µM]	x	x	0%[0.0915 µM]
CCCOc1ccc2c(CC)cc(=O)oc2c1C	-1%	x	-27	x
Oc1ccc(N=Cc2cc(Br)c(N3CCOCC3)o2)cc1	-17%	x	27	x
C=CCn1c(SCC(=O)Nc2c(C)n(C)n(-c3ccccc3)c2=O)nc2sc(C)c(-c3ccccc3)c2c1=O	-4%	4	u	-11%
CC(=O)OC1CC[C@@]2(C)C(CC[C@@]3(C)C2CC=C2C4CC(C)(C)CC[C@]4(C)CC[C@@]23C)C1(C)C (stereo partly drawn)	-1%	x	x	-1%
CCOC(=O)N1CCC(NC(=O)c2ccc3c(c2)sc2nc(-c4ccccc4)cn23)CC1	-6%	-7	-13	-2%
COCc1cc(C)nc2sc3c(=O)oc(C)nc3c12	2%	-2	28	7%
O=c1[nH]c2sc3c(c2c2nncn12)CCCC3	-4%	-19	-19	x
CC1CC(C)CN(CCCNC(=O)c2ccc3c(c2)NC(=O)C(N2CCCCC2)S3)C1 (stereo not drawn)	1%	6	-17	24%
COC(=O)CN(Cc1ccco1)S(=O)(=O)c1ccccc1	0%	-15	-25	-11%
CCOc1ccc(C2c3c(oc4ccccc4c3=O)C(=O)N2CCCN2CCOCC2)cc1OCC (stereo not drawn)	2%	-8	-5	-3%
COc1ccc(C(=O)OCn2nnc3ccccc3c2=O)cc1OC	0%	-4	u	9%
COC(=O)C1CCN(c2cc(=O)n(-c3ccc(OC)cc3)c(=O)[nH]2)CC1	-2%	15	29	-1%
O=S(=O)(c1cccc(-c2nn3c(-c4ccncc4)nnc3s2)c1)N1CCOCC1	-1%	-6	u	-4%
CCOC(=O)c1ccc(NS(=O)(=O)c2ccc(SC)cc2)cc1	-24%	-2	-27	-4%
COc1ccc(NC2c3ccccc3C(=O)N2c2cccnc2)cc1Cl (stereo not drawn)	0%	1	u	x
COc1ccc(-c2ccc(-c3nnn(CC(C)=O)n3)cc2)cc1	-3%	5	10	-3%
O=C(NCc1ccc2c(c1)OCO2)c1nn2cccnc2c1Cl	-6%	1	8	-7%
COc1ccc(/C=N/OCC(=O)N2CC3(C)CC2CC(C)(C)C3)cc1 (stereo not drawn)	-1%	5	86	5%
CN(c1ccc(C(=O)NCCC2=CCCCC2)cc1)S(C)(=O)=O	-5%	0	33	-7%
Cc1cc(=O)n2nc(N3CCCC(C(=O)NCc4ccco4)C3)sc2n1 (stereo not drawn)	2%	12	8	13%
Nc1nc2n(n1)C(c1ccccc1Cl)CC(c1ccc(F)cc1)N2 (stereo not drawn)	1%	3	-4	32%[activator]
COCCCNC(=O)c1ccc2c(c1)CCN2S(C)(=O)=O	-3%	7	-27	5%
CCCc1cc(C(=O)Cc2ccc(F)cc2)c(O)cc1O	-9%	-1	17	5%[2.29 µM]
COc1ccccc1N1CCN(CCN(C(=O)c2ccc(F)cc2)c2ccccn2)CC1	-2%	-4	x	7%
COc1cccc(-n2c(C)nnc2SCC#N)c1	-3%	u	-30	5%
CC(=O)Nc1ccc(S(=O)(=O)NCC2CCC(C(=O)NCCC3=CCCCC3)CC2)cc1 (stereo not drawn)	-3%	6	u	-8%
C1=CC2C3C=CC(C3)C2C1 (stereo not drawn)	-11%	x	x	-5%
O=C(c1ccccc1)c1ccccc1N/C=C/c1nnnn1-c1ccccc1	-4%	3	44	-12%
CCNc1nc(NC(C)C)nc(N(C#N)CCOc2ccc(Cl)cc2Cl)n1	-17%	8	-9	20%

2 compounds drawn at random from the list so far, as already listed:
SMILES	ALOX12 inhib	IMPase cell inh	PNC inhibitor	ALOX15B inhib
CC(=O)Nc1ccc(S(=O)(=O)NCC2CCC(C(=O)NCCC3=CCCCC3)CC2)cc1 (stereo not drawn)	-3%	6	u	-8%
CCNc1nc(NC(C)C)nc(N(C#N)CCOc2ccc(Cl)cc2Cl)n1	-17%	8	-9	20%
